From PubChem
HTR2A ag = mouse Htr2a agonists via beta-arrestin recruitment, primary screen, cell-based, luminescence. 5-hydroxytryptamine receptor 2A (Mus musculus), P35363. CHO-K1 mHTR2A beta-arrestin complementation; percent of 30 µM serotonin response. activation, % at 7.6 µM. 360,000 tested, 0.66% active;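 active = activation above a run cutoff, the mean activation of all tested compounds plus 3 SD, cut at about 14% in these data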;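 also: 0% = plate median of compound wells and 100% = 30 µM serotonin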
Target sequence (P35363 whole entry, looked up): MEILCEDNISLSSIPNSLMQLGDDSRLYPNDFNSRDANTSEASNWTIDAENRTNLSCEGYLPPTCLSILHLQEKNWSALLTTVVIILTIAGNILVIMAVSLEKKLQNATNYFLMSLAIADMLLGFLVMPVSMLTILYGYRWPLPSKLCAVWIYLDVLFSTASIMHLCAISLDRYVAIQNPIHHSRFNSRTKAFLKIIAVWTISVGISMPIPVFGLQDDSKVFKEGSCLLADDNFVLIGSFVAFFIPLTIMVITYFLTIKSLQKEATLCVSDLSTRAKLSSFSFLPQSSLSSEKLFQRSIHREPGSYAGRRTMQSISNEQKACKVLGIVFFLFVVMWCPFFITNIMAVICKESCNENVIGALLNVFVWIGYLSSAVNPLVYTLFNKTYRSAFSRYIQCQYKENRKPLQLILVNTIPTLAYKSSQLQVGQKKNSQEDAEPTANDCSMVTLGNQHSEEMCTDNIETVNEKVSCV
NR2E3 ag-1 = inhibitors of NR2E3-RetCOR corepressor binding, primary screen, NR2E3 agonist project, biochemical, TR-FRET, GST-NR2E3, biotin-RetCOR; Photoreceptor-specific nuclear receptor (Homo sapiens), Q9Y5X4; 1536-well; inhibition of corepressor binding, % at 4.78 µM; 320,000 tested, 0.12% active; AID 2300, 2010;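 active = percent inhibition above the cutoff of mean plus 3 SD of all tested compounds, set per screening campaign, cut at about 20% in these data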;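 also: 0% = DMSO wells and 100% = biotin wells as full block of FRET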
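Material: NR2E3–RetCOR corepressor complex | Quantity: 1.35 nM GST-tagged NR2E3 final | Schedule: 5 h at 4 °C | Replication: Singlicate compound wells | Reagent: RetCOR corepressor, biotinylated, 7 nM | Controls: Biotin wells as high control, 0.6% DMSO wells as low control | Signal: TR-FRET, Eu(K)-anti-GST donor, streptavidin-D2 acceptor, ex 340, em 617/671 nm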
Shn3 3UTR inh = reduction of Shn3 3'UTR firefly luciferase signal, primary screen, Schnurri-3 inhibitor project, cell-based, Clone20 osteoblasts, set 2. Clone20 osteoblast Shn3 3'UTR firefly luciferase, 24 h. inhibition, % at 12.5 µM. 360,000 tested, 0.52% active;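 active = mean inhibition of at least 75% with every replicate also reaching 75%; inconclusive = mean inhibition at least 75% but some replicate below; inactive = mean inhibition below 75%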;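 also: 0% = median of neutral control wells and 100% = pilot-screen positive control compound; some compounds past the cut are filed as inactive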
Peg3 prom inh = Peg3 promoter-driven luciferase inhibitors, primary screen, cell-based, HeLa, luciferase luminescence; HeLa PEG-Prom luciferase reporter, overnight; inhibition, % at 20 µM; 360,000 tested, 1.7% active;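 active = inhibition of at least 50% at 20 µM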
H9c2 protect = cardioprotection against H2O2-induced cell death, primary screen, uHTS, H9c2 cells, ATPLite luminescence. 360,000 tested, 0.63% active. protection from H2O2 cell death, % at 20 µM. AID 588492, 2011. H9c2 cardiomyocytes, H2O2 injury protection, 2 h;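 active = compounds giving at least 50% protection of heart cells from peroxide-induced death in the single-dose screen, raw or plate-pattern-corrected value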;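 also: 0% = DMSO wells with peroxide and 100% = DMSO wells without peroxide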
PDI turbidity = inhibitors of human PDI, primary screen, biochemical, turbidity, single point, plate reader; Protein disulfide-isomerase (Homo sapiens), P07237; PDI insulin aggregation turbidity, A650, 90 min; inhibition, % at 10 µM; 350,000 tested, 0.052% active;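 active = mean inhibition across replicates of 30% or more, whatever share of single replicates reach that level; inconclusive = mean inhibition below 30% while every single replicate reaches 30%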;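 also: absorbance from insulin aggregation driven by PDI reduction with DTT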
Target sequence (P07237 whole entry, looked up): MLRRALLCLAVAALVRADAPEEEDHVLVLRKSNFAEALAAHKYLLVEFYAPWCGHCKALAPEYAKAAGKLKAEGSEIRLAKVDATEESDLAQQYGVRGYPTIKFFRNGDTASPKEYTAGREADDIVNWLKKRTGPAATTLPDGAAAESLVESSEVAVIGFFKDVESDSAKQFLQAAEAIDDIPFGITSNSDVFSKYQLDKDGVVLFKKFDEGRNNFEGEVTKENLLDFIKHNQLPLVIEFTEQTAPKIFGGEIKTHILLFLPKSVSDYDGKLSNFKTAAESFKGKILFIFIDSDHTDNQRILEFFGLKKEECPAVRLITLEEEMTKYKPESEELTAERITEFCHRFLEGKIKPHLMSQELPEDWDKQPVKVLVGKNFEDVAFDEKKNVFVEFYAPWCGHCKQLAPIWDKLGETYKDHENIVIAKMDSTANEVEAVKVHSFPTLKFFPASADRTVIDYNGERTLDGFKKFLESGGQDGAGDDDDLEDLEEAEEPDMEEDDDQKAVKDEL
MITF TRPM1 inh = inhibitors of MITF-dependent TRPM1 promoter reporter, primary screen, cell-based, SK-MEL-5, single point, luciferase | SK-MEL-5 TRPM1 promoter luciferase, 24 h | inhibition, % at 12.5 µM | 330,000 tested, 0.83% active | AID 488899, 2010;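 active = mean inhibition across replicates of 60% or more, whatever share of single replicates reaches that level; inconclusive = some that reach 60%, reason not given; inactive = mean inhibition across replicates below 60%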; also: values of inactives mirror those of a sister screen read the other way
hiPSC survival = enhancers of single-cell hiPSC survival, primary screen, ATPlite luminescence. survival enhancement, % at 20 µM. AID 602274, 2012. 360,000 tested, 0.044% active. 100% = ROCK inhibitor wells, 0% = DMSO; in the data active = survival enhancement above about 18%;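 also: cells exposed to compounds for 16 hours before the ATP read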
CaV13 FRET inh = Primary screen for inhibitors of IQ motif and Ca2+-dependent inactivation inhibitor domain binding in CACNA1D, Förster resonance energy transfer in living cells, …; HEK cells, CFP/YFP FRET ICDI-IQ, plate reader, 10 min; percent FRET-ratio fall versus neutral wells; inhibition, % at 12.3 µM; 340,000 tested, 0.098% active;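 active = mean replicate inhibition of at least 30% and at least 1% of replicates passing that level; inconclusive = only one of the two criteria is met; inactive = neither criterion is met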;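 also: 0% = median of the neutral control wells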
NR2E3 ag-2 = NR2E3 agonists in two-hybrid cells, primary screen, cell-based, luminescence, CHO-S, Gal4-NCOR/VP16-NR2E3; luciferase; inhibition of corepressor binding, % at 3.98 µM; AID 602229, 2012; Photoreceptor-specific nuclear receptor (Homo sapiens), Q9Y5X4; 360,000 tested, 0.35% active;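 active = inhibition above the mean of all tested compounds plus 3 SD, cut at about 70% in these data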;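 also: 0% = DMSO with NR2E3 transfected cells and 100% = cells lacking NR2E3 construct; higher means lower luciferase signal from less NR2E3 corepressor binding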
HIF-2a block = HIF-2a reporter inhibitors, primary screen, luminescence, 786-0 RCC cells; 786-0 RCC cells HIF-2a reporter, luciferase luminescence, overnight; inhibition, % at 18.8 µM; 360,000 tested, 0.72% active; AID 624352, 2012;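 active = inhibition of the luminescence signal of 40% or more relative to plate controls, in a single-dose primary screen at 18.75 µM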
* marks the source's active call; other numbers are inactive results; ? = inconclusive; . = not tested or not shown.

Each structure is followed by: HIF-2a block	PDI turbidity	CaV13 FRET inh	Peg3 prom inh	Shn3 3UTR inh	NR2E3 ag-1	HTR2A ag	NR2E3 ag-2	hiPSC survival	H9c2 protect	MITF TRPM1 inh
Cc1nc2c(Br)cc(Br)cc2cc1O
    19.7	2.1	-3.7	17.2	14.4	0.8	6.7	-1.8	0.0	-20.9	2.1
CCOc1ccc(NC(=O)c2ccc(NS(=O)(=O)c3cccs3)cc2)cc1
    -8.6	-2.8	-4.3	-31.8	-0.6	3.7	-8.5	1.5	-0.4	-4.7	-3.2
Cc1ccc(NC(=O)C(C)SCc2nc3sc(C)c(C)c3c(=O)[nH]2)nc1 (configuration not stated)
    6.3	5.1	-5.5	-6.0	-12.0	0.6	9.1	2.3	-0.6	0.4	-6.7
N#Cc1ccc(NC(=O)Nc2ccc(Oc3ccc(NC(=O)Nc4ccc(C#N)cc4)cc3)cc2)cc1
    -36.1	1.2	-4.3	57.2*	91.3*	-2.1	-0.7	-8.4	-0.6	-20.4	?
Nn1c(C2COc3ccccc3O2)n[nH]c1=S (configuration not stated)
    -13.6	10.1	-15.4	-14.6	30.8	-2.3	-0.2	-5.8	-0.5	0.3	-6.5
Cc1ccc(-c2[nH]ncc2/C=N/n2c(C)nc3ccccc3c2=O)cc1
    2.4	-5.9	-4.2	16.3	-21.4	-0.3	-6.2	8.8	-0.4	25.0	-6.3
Oc1ccc2ccccc2c1C=Nc1cc(C(F)(F)F)ccc1N1CCCC1
    20.1	11.9	-5.4	5.3	0.4	2.1	1.4	-15.3	1.8	-23.8	17.3
Cc1ccc(C)c(Nc2ncnc(N)c2[N+](=O)[O-])c1
    6.4	8.3	-4.9	2.1	-3.6	0.2	0.3	-18.4	3.0	-2.0	-1.6
COc1ccc(-c2cc(C(F)(F)F)n3nc(C(=O)NCCCn4ccnc4)cc3n2)cc1
    17.8	-9.5	.	11.1	9.7	-1.6	0.0	-29.6	-1.5	19.7	9.4
CCS(=O)(=O)c1ccc(O)c(NC(=O)CCCC(=O)O)c1
    7.2	0.7	-20.5	5.0	-17.1	1.0	9.7	6.9	-0.7	2.4	-2.3
C/C(=C\C(=O)c1ccc(C)o1)Nc1ccc(C(=O)O)cc1C
    11.8	-2.0	-4.7	-3.6	-7.0	2.1	0.1	-9.0	0.4	2.6	2.9
O=C(NC1CCCCC1)c1cc([N+](=O)[O-])ccc1N1CCCC1
    8.5	-14.4	-8.1	16.6	-15.9	4.2	-4.1	2.1	-0.5	-1.3	-4.1
COc1ccc(NC(=O)C2Cc3c(-c4ccccc4)ccnc3O2)cc1OC (configuration not stated)
    -4.7	-36.7	.	20.9	56.1	.	1.5	77.5*	-1.3	-15.8	.
Cc1n[nH]c(=O)c2c(NC(=O)COC(=O)COc3cccc(Br)c3)oc(C)c12
    8.5	4.2	-6.3	-2.2	-25.7	0.0	-0.6	5.3	0.9	0.7	4.3
O=C(C1=C[C@@H](c2ccc(C(F)(F)F)cc2)C[C@@H](OCCCCO)O1)N1CCN(Cc2ccccc2)CC1
    8.4	13.5	-11.1	8.7	5.3	-2.5	-2.3	-14.1	0.4	-6.3	-19.8
Cc1ccc(S(=O)(=O)Cn2nnnc2CN(Cc2ccco2)CC2CCCO2)cc1 (configuration not stated)
    2.5	-0.2	-5.0	0.4	1.9	-0.4	0.1	-9.4	-0.8	-10.1	-10.7
O=C(CSc1nc2ccccc2nc1N1CCCCC1)N1CCN(c2ccccc2)CC1
    -7.4	.	-3.3	10.3	0.7	-1.6	-7.4	-3.2	-1.7	10.6	.
Cc1ccc(S(=O)(=O)N2CCOCC2)cc1C(=O)Nc1ccncc1
    17.0	-11.6	-6.5	16.9	20.5	2.9	-2.9	-5.0	14.8	-9.4	.
CCOc1cc(/C=C(\C#N)c2nc(-c3cccs3)c(NC(C)=O)s2)ccc1O
    -3.3	-12.0	-15.8	-14.9	6.6	2.9	-3.8	-47.0	-3.9	12.9	7.7
O=C1CCc2cc(NS(=O)(=O)c3ccc(Br)cc3)cc3c2N1CC3
    -4.0	-2.8	-5.2	-28.3	16.3	-1.8	2.8	9.2	1.0	-1.2	-12.5
COc1ccc2c(c1)OC[C@H]1[C@H]2N2C(=O)c3ccccc3NC(=O)[C@@]2(C)[C@H]1c1ccccc1
    32.1	13.2	-4.8	42.6	17.6	.	-3.5	-14.1	0.3	0.7	0.1
Cc1ccc(S(=O)(=O)N(C)c2ccccc2C(=O)Nc2c(F)cccc2F)cc1
    14.1	6.9	-7.5	12.5	-0.1	-3.6	-2.2	9.5	1.1	14.4	9.1
O=C(NCC(c1ccco1)N1CCCC1)c1cc2cc(Cl)ccc2o1 (configuration not stated)
    -42.5	17.8	-3.6	-38.7	-1.8	1.8	-13.1	28.1	0.5	-2.0	-12.2
NC(=NC1CCCCC1)c1ccc([N+](=O)[O-])cc1
    2.2	-2.0	-4.0	2.2	-2.8	3.5	-1.6	-8.2	-1.3	4.4	8.4
S=C(NCCCN1CCN(CCCNC(=S)NC2CCCCC2)CC1)NC1CCCCC1
    -0.2	-7.0	-6.0	31.9	-32.9	.	-6.0	5.7	-0.3	-9.3	11.1
C/C(CC(=O)Nc1ccc2c(c1)OCCO2)=N\NC(=O)c1ccccn1
    -16.3	4.7	2.8	8.6	-33.0	1.6	-1.6	-113.5	1.6	-1.1	-3.9
COc1ccc(NC(=O)C2Cc3c(-c4cccc(C(N)=O)c4)ccnc3O2)cc1 (configuration not stated)
    -8.0	-1.6	-12.4	2.3	24.5	.	3.2	-27.6	0.3	21.6	.
Cc1cccc(N2CCN(Cc3cc(=O)n4ccsc4n3)CC2)c1C
    10.1	-6.1	.	26.9	7.6	-0.8	-8.0	-0.6	0.2	14.8	1.4
Cc1ccc(-n2nc3c(=O)n(C(C)C(=O)NCc4ccccc4Cl)nc(C)c3c2C)cc1 (configuration not stated)
    15.0	-3.8	-2.3	24.3	20.8	1.4	-0.2	31.9	-0.2	-3.8	26.4
O=C(Nc1ccccc1C(=O)N/N=C/c1ccco1)c1ccc(Cl)cc1
    -102.6	12.2	-5.2	-100.8	-16.7	-4.1	5.6	-22.4	-2.1	-22.4	16.1

The results go on.
Each structure is followed by: HIF-2a block	PDI turbidity	CaV13 FRET inh	Peg3 prom inh	Shn3 3UTR inh	NR2E3 ag-1	HTR2A ag	NR2E3 ag-2	hiPSC survival	H9c2 protect	MITF TRPM1 inh
Cc1onc(-c2ccccc2)c1CNS(=O)(=O)c1ccccc1[N+](=O)[O-]
    12.8	-7.1	-5.8	-2.6	2.4	0.4	3.1	-5.9	-0.5	-6.0	0.4
COc1ccc(CSc2nc(C)cc(C)c2S(C)(=O)=O)cc1
    20.6	0.8	0.4	16.0	21.8	0.6	-1.2	1.5	0.0	-9.9	1.2
CN(C)CCN(C(=O)c1ccc2ccccc2c1)c1nc2c(F)cc(F)cc2s1
    -27.2	1.6	-3.1	-26.5	-7.3	-1.2	-3.1	-14.6	-0.5	-4.0	-17.6
CCOC(=O)C1=C(COc2ccc(C)cc2)NC(=O)NC1c1cc(C)ccc1C (configuration not stated)
    10.6	-5.2	-5.2	-7.7	6.2	-0.4	-0.5	6.3	0.1	-0.8	-6.0
O=[N+]([O-])c1cc(S(=O)(=O)Nc2cccc(Cl)c2)ccc1N/N=C/c1ccc(N2CCOCC2)cc1
    6.8	-3.7	-7.1	8.0	9.3	3.5	-4.4	16.0	1.1	-2.6	-7.9
COC(=O)C(C(C)C)N(Cc1cc(OC)cc(OC)c1)S(=O)(=O)CCl (configuration not stated)
    0.2	-4.6	-4.0	9.8	0.5	.	0.8	-8.9	0.3	0.2	12.3
O=C1C(Cc2ccc(F)cc2)SC(=Nc2ccccc2)N1c1ccccc1 (configuration not stated)
    19.6	7.7	-5.4	17.6	23.2	-2.2	-6.7	-23.4	0.3	-6.6	19.7
CCOC(CCn1ccc(O)c(Cc2ccc(Cl)cc2)c1=O)OCC
    18.2	-4.4	-19.0	17.6	-2.5	1.7	-11.7	3.7	-0.3	2.4	9.3
CN1C(=O)C2ON(c3ccccc3)C(c3cccs3)C2C1=O (configuration not stated)
    8.6	10.6	-5.0	22.8	-6.3	-1.2	-4.9	-18.0	2.4	5.9	4.0
CCN(CC)S(=O)(=O)c1ccc(OCC2CCCCO2)c([N+](=O)[O-])c1 (configuration not stated)
    -1.0	1.0	-3.7	-8.2	-8.8	1.0	0.9	-10.5	0.0	-0.5	3.3
COc1ccc(-c2nc(CS(=O)(=O)CC(=O)NCc3cccc(OC)c3OC)c(C)o2)cc1
    -4.9	.	-6.4	8.7	6.0	0.8	-1.8	17.6	1.5	2.8	.
CCC(=O)Nc1ccc(C(=O)CSc2nnc(-c3ccc(O)cc3)n2CC2CCCO2)cc1OC (configuration not stated)
    4.9	7.5	-2.4	12.6	-12.5	3.0	-1.4	-3.0	-2.0	6.1	-7.7
CC1CCc2nc(NC(=O)CSc3nc4ccccc4o3)sc2C1 (configuration not stated)
    -7.7	0.1	-3.3	-17.4	36.9	0.7	3.2	84.4*	-1.5	-30.1	-1.0
Cc1cc[n+](CC(=O)c2ccc(NC(=O)c3ccccc3)cc2)c2ccccc12
    17.2	9.4	-3.5	4.1	5.0	-3.0	-2.1	6.0	-0.8	-6.7	24.5
COc1ccc(CCNC(=O)c2cc(S(=O)(=O)N3CCCCCC3)ccc2OC)cc1OC
    22.3	7.7	-2.0	4.5	5.0	.	-12.8	0.6	0.4	13.4	8.9
COc1cccc(/C=N/NC(=O)c2oc3nc(-c4ccccc4)cc(-c4ccco4)c3c2N)c1
    5.9	1.9	-15.2	4.5	.	-1.0	8.4	8.7	-0.5	56.3*	3.5
